Screening results from PubChem.
Tb hexokinase: Trypanosoma brucei hexokinase 1 inhibitors, primary screen, biochemical, G6PDH-coupled NADH absorbance, MLSCN library; hexokinase 1 [Trypanosoma brucei]; recombinant TbHK1, G6PDH-coupled NADH A340; inhibition, % at 10 µM; 220,000 compounds, 0.11% hits; AID 1430, 2008;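 active means inhibition of 50% or more in the single-dose primary screen; inactive means inhibition below 50%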
FXIIa inh: human FXIIa protease inhibitors, primary screen, biochemical, 1536-well | 220,000 compounds, 0.3% hits | inhibition, % at 5 µM | purified FXIIa, Boc-QGR-AMC fluorogenic substrate, 2 h | Coagulation factor XII (Homo sapiens), P00748; in the data active means inhibition above about 40%;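 further: 0% = enzyme with no compound and 100% = blank without enzyme; many of its hits are not listed in these tables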
FXIa inh 1536: human FXIa protease inhibitors, primary screen, biochemical, 1536-well; purified FXIa, Boc-Glu-Ala-Arg-AMC fluorogenic substrate; 220,000 compounds, 0.14% hits; inhibition, % at 5 µM; Coagulation factor XI (Homo sapiens), P03951;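 active means inhibition of at least 40%; inactive means inhibition below 40%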;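 further: fluorescence of freed AMC excited at 355 nm; 0% = enzyme without compound and 100% = no enzyme blank; many of its hits are not listed in these tables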
TNF death inh: inhibitors of TNF-alpha triggered necroptosis, primary screen, cell-based, Jurkat FADD-/-, single concentration | Jurkat FADD-/- TNF necroptosis rescue, ATP luminescence, 24 h; 0 = TNF only, 100 = no-TNF cells | activation (protection from cell death), % at 10 µM | 220,000 compounds, 0.068% hits | AID 463075, 2010;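 active means activation, meaning protection from cell death, of at least 50% relative to plate controls; inactive means activation below 50%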;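 further: necroptosis triggered by 40 ng/mL TNF-alpha added together with compound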
Wee1 stabilizer: Wee1 degradation inhibitors, primary screen, cell-based, HeLa, Wee1K328M-luciferase, luminescence | reporter increase, % at 5 µM | 220,000 compounds, 1.2% hits | Wee1-like protein kinase (Homo sapiens), P30291 | HeLa Luc-Wee1K328M stability; 100% = proteasome inhibitor MG132 effect;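 active means activation above the mean of all tested compounds plus 3 SD, set per screening run, cut at about 8.8% in these data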;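 further: cells exposed to compound for 20 h before luminescence read; 0% = DMSO alone and 100% = MG132 at 30 µM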
Target sequence (P30291 whole entry K328M): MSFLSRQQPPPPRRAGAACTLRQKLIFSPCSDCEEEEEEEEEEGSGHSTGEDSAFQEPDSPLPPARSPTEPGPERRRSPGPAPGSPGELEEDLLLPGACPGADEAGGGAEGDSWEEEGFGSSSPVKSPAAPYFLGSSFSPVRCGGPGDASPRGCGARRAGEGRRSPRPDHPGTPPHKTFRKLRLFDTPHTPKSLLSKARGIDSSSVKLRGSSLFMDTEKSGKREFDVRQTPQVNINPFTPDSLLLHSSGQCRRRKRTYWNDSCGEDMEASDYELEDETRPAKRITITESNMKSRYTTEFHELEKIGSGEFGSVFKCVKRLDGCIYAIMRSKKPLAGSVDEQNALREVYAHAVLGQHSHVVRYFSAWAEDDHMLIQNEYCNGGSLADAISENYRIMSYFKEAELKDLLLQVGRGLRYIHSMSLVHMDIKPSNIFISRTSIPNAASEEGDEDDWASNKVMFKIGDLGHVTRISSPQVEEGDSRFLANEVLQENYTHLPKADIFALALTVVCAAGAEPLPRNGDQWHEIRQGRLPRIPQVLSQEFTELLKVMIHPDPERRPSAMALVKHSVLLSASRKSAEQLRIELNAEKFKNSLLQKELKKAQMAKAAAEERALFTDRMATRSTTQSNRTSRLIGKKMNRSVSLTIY
PPC-1+TRAIL kill: compounds killing PPC-1 cancer cells with TRAIL present, primary screen, TRAIL potentiator project, ATPLite luminescence, uHTS | PPC-1 cells + TRAIL, ATPLite viability luminescence | AID 1443, 2008 | cell killing (% activity), % at 4 µM | 220,000 compounds, 0.41% hits;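 active means cell killing above 50% in the first pass at 4 µM, then a duplicate retest at 5 µM averaging 50% or more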;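 further: plate controls were cells with TRAIL plus DMSO for no effect and medium-only wells lacking cells for full effect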
PGE2 EP2 inh: human EP2 receptor antagonists, primary screen, TR-FRET cAMP, C6 glioma cells | Prostaglandin E2 receptor EP2 subtype (Homo sapiens), P43116 | C6 glioma cells expressing human EP2; cells stimulated with saturating PGE2 | inhibition, % at 25 µM | 260,000 compounds, 0.52% hits | AID 1422, 2008;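 active means percent inhibition above 40 after rounding to a whole number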;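 further: rat C6 glioma host cells with rolipram phosphodiesterase inhibitor present; the protocol text gives 20 µM as final concentration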
Target sequence (P43116 whole entry, looked up): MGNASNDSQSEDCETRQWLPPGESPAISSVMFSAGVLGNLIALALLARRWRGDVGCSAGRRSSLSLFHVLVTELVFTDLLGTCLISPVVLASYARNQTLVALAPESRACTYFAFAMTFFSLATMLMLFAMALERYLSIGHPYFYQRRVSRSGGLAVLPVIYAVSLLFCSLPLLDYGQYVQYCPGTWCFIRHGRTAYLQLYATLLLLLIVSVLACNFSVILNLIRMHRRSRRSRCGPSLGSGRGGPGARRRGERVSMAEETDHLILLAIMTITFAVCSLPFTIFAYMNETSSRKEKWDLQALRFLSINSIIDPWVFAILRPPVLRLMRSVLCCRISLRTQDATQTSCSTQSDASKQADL
L929 necroptosis: inhibitors of zVAD-triggered necroptosis, primary screen, L929 cells. L929 zVAD necroptosis rescue, ATP luminescence, 24 h; with zVAD 60 µM. viability rescue, % at 10 µM. 220,000 compounds, 0.38% hits;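 active means activation, scaled between plate controls, above about 75%, limit read from the data; inactive means activation under that limit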;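 further: 0% = zVAD with DMSO and 100% = DMSO alone without zVAD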
CHOP inh: inhibitors of CHOP promoter induction, primary screen, cell-based, unfolded protein response, luciferase reporter | CHO-K1 CHOP-promoter luciferase, tunicamycin-induced, 15-18 h | inhibition, % at 10 µM | 220,000 compounds, 3.8% hits | AID 2732, 2010;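 active means compounds that reduced the stress-induced luciferase reporter signal by more than about 70% of percent inhibition, limit read from the data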;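 further: 0% = tunicamycin plus vehicle and 100% = wells without tunicamycin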
The depositor's hits bear a star; . = no result given; & = joins results of further samples. An excerpt; count on the stated rates, not on these rows.

SMILES	Tb hexokinase	FXIIa inh	FXIa inh 1536	TNF death inh	Wee1 stabilizer	PPC-1+TRAIL kill	PGE2 EP2 inh	L929 necroptosis	CHOP inh
C=C(C)COc1ccc2c(C)c(C)c(=O)oc2c1OCC(=C)C	7	11	1	-2.2	-1	8	16	0.1	66
Cc1csc(NC(=S)Nc2cccc(Cl)c2)n1	-5	11	10	0.5	-2	-4	4	-0.3	-212
COc1ccc(-c2noc(CN(C(=O)c3ccc(OC(C)=O)cc3)C(C)C)n2)cc1OC	-3	-8	-10	-0.9	-5	11	17	0.3	39
CC(C(=O)N1CCN(C=O)CC1)N1C(=O)c2ccccc2C1=O (stereo unspecified)	12	5	-8	1.1	2	13	8	-0.1	51
CCN(CC)S(=O)(=O)c1ccc(C(=O)OCCN2C(=O)c3cccc4c(N5CCOCC5)ccc(c34)C2=O)cc1	1	13	-47	-6.8	-1	17	12	1.1	-18
COc1ccc(-c2[nH]ncc2CN2CCCN(C(=O)c3ccco3)CC2)cc1F	-12	4	1	4.0	-1	16	13	-0.1	-6
CC(C)c1ccc(O)c(NC(=O)c2cncc(Br)c2)c1	33	11	-6	67*	-3	0	4	0.1	-11
O=c1c2ccccc2c(/C=N/n2cnnc2)c(O)n1-c1ccccc1F	.	-16	-16	.	.	1	22	.	3
Nc1nnc(SCC(=O)NN2C(=O)NC3(CCCCC3)C2=O)s1	19	3	5	0.1	-1	-6	4	-0.1	7
O=C(O)C(Cc1ccccc1)N1C(=O)/C(=C/c2cccs2)SC1=S (stereo unspecified)	7	9	5	0.1	0	2	0	-0.4	-6
O=C(O)COCC(=O)Nc1ccc(Oc2ncnc3cc(Cl)ccc23)nc1	-4	3	0	1.9	-3	-11	8	1.1	-12
Cc1cc(C(=O)Nc2ccccc2C#N)n(-c2ccccc2)n1	-5	17	5	-0.1	0	3	9	-0.2	-1
CSc1ccccc1C(=O)N1CCN(c2ccc(F)cc2)CC1	1	18	2	0.5	1	21	6	0.1	19
CCCCCCC(=O)Nc1nc(C)c(-c2csc(Nc3ccc(Cl)cc3)n2)s1	-14	3	-2	4.6	0	5	24	3.2	18
COCCCNc1oc(-c2ccccc2OC)nc1C#N	-13	2	-4	-0.4	-2	2	4	-0.2	-14
O=c1c(C=Nc2cccc(C(F)(F)F)c2)c[nH]n1-c1cccc(Cl)n1	-7	15	0	-3.9	-1	0	10	-0.1	53
CCOc1ccc(N2CC(C(=O)NCCN3C(=O)S/C(=C\c4ccc(OC)c(OC)c4)C3=O)CC2=O)cc1 (stereo unspecified)	-17	7	-4	2.1	-2	12	5	0.5	13
Cc1cc(=O)[nH]c(COc2ccccc2)n1	0	15	10	0.3	1	16	6	2.0	36
CCOC(=O)N1CCC(=NNc2ncc(C(F)(F)F)cc2Cl)CC1	-6	8	0	2.2	4	-20	4	5.6	-5
COc1ccc(-c2c(C)[nH]n3c(=O)c(Cc4ccccc4)c(C)nc23)cc1OC	-8	11	-1	-0.7	6	5	8	6.3	14
O=C(CCCC(=O)OCC(Cl)=C(Cl)Cl)Nc1cccc(F)c1	1	6	2	-1.8	3	5	14	0.1	-2
Cc1ccc(-c2csc(NC(=O)c3cnccn3)n2)cc1C	-13	.	-1	-0.1	-3	7	12	1.2	-7
CCN(Cc1ccccc1)c1ccc(/C=N/NS(=O)(=O)c2cccc([N+](=O)[O-])c2)cc1	-12	1	-3	2.9	0	-9	7	0.9	-3
CCC(=O)Nc1ccc(NC(=O)CN2CCCC(C)C2)c(Cl)c1 (stereo unspecified)	-8	8	3	-2.5	1	11	11	0.3	1
CCCCc1ccc(NC(=O)C(C)CC)cc1 (stereo unspecified)	-3	14	4	2.3	3	.	2	46	-6
COc1ccc(-c2noc(CNC(=O)Nc3ccc(F)cc3)n2)cc1	-3	-2	-7	3.4	0	30	5	-0.1	3
Cc1noc(C)c1C(=O)Nc1cccnc1	4	12	0	-0.2	-3	7	5	0.7	2
COCCn1c(C)cc(C(=O)COC(=O)c2ccc(NC(=O)CC#N)cc2)c1C	-8	-1	-13	-2.5	7	10	8	71	-5
O=C(Nc1ccccc1C(=O)Nc1ccccn1)c1ccc([N+](=O)[O-])cc1	-2	-1	-5	-3.3	-2	19	7	25	7
COc1cccc(C2CC(=O)Nc3cc(OC)c(OC)c(OC)c32)c1OC (stereo unspecified)	9	-6	-8	-4.6	5	-4	13	0.6	17
O=C(O)C(Cc1ccccc1)NS(=O)(=O)c1ccc2c(c1)OCCO2 (stereo unspecified)	0	15	7	-0.6	-2	3	13	-0.1	-25
Cc1[nH]nc(SCC(=O)NCCc2ccccc2)c1[N+](=O)[O-]	-11	5	-3	0.5	-4	12	8	2.9	-14
CC(C)CN1C(=O)c2ccc(C(=O)NCc3ccc4c(c3)OCO4)cc2C1=O	-8	-16	-6	-0.3	2	4	12	-0.2	29
O=C(/C(=C/c1cccc(Cl)c1)c1nc2ccccc2[nH]1)c1ccccc1	1	13	2	-12	3	13	7	74	93*
Cc1ncc([N+](=O)[O-])n1CC(C)O (stereo unspecified)	-15	1	-8	-1.0	8&0	18&-5	10&13	0.2	11&28
CC1=C(C(=O)OC(C)C)[C@@H](c2ccc(C)o2)NC(=O)N1	-8	3	-5	-2.2	-2	8	6	.	7
CCOC(=O)C1=C(C)NC(=O)NC1	-1	10	-1	-4.4	-3	-3	10	0.3	29
COc1ccc(-n2cnnc2SCC(=O)N2CCN(S(=O)(=O)c3ccccc3)CC2)cc1	-5	-2	-9	-2.1	-2	16	29	-0.8	20
Cc1ccc(C)c(-n2nnnc2SCC(=O)Nc2c(C)n(C)n(-c3ccccc3)c2=O)c1	-4	6	-10	-0.4	0	-11	0	0.0	15
COc1ccccc1C(=O)C1CCCN(C(=O)C2CCCC2)C1 (stereo unspecified)	-6	5	-7	2.5	1	7	9	4.6	2
CCN1C(=O)C2(C(C#N)=C(N)Oc3n[nH]c(COC)c32)c2ccccc21 (stereo unspecified)	5	3	-4	-1.3	-1	-20	10	0.2	-24
OCC1(Cc2ccc(Cl)cc2)CCN(Cc2ccc(F)c(F)c2)CC1	-2	6	1	5.8	7	8	2	3.8	14
O=C(N1CCOCC1)C12CC3CC(C1)CC(c1ccccc1)(C3)C2	-7	3	-5	-1.0	-1	3	6	-0.1	19
Cc1ccc(-c2csc3nc(SCC(=O)N(C)C)n(Cc4ccccc4)c(=O)c23)cc1	-10	0	-6	-2.6	0	0	11	0.6	6
CC1(C)Cn2c(nc(=O)c3c2NCN(CCc2ccccc2)C3)S1	-2	10	9	0.6	1	4	3	0.5	-5
CC(NC(=O)Cn1nc(C(=O)O)c2ccccc2c1=O)C12CC3CC(CC(C3)C1)C2 (stereo unspecified)	7	33	33	-1.6	0	5	21	40	28
CCn1ncc(NC(=O)Nc2cccc(C(F)(F)F)c2)c1C(N)=O	-6	11	-5	0.9	-2	11	7	0.9	24
CC(=O)N1CCN=C1SCc1ccccc1Cl	-3	11	1	0.7	0	15	17	5.2	36
N=c1c(-c2nc3ccccc3[nH]2)cc(C(=O)c2ccco2)nn1-c1ccccc1	-17	22	11	-4.4	-1	4	0	.	-123
O=C(CSc1ccc(Cl)cc1)N1CCN(c2ccc([N+](=O)[O-])cc2Cl)CC1	4	12	9	-0.5	2	1	19	6.9	78*

Next compounds:
SMILES	Tb hexokinase	FXIIa inh	FXIa inh 1536	TNF death inh	Wee1 stabilizer	PPC-1+TRAIL kill	PGE2 EP2 inh	L929 necroptosis	CHOP inh
CC(C)N(C(=O)CSc1nc2ccccc2n1Cc1ccc(F)cc1)C(C)C	5	8	3	-2.1	3	2	5&15	0.8	18
CCOC(=O)c1cc(C(=O)NN)c(C)nc1C	0	10	7	0.8	-5	22	9	0.0	-16
COc1ccc(-c2csc(-c3cccs3)n2)c(OC)c1	-3	6	-4	1.0	0	30	9	0.1	16
Cc1cc(C)nc(NC(=O)c2csnn2)c1	-6	10	2	0.8	1	4	4	1.1	27
O=C(c1ccc(Cl)c(S(=O)(=O)N2CCCCCC2)c1)N1CCOCC1	-1	2	-7	-0.1	-2	-15	4	0.5	0
Cc1ccc(-n2c(SCC(=O)Nc3ccc4c5c(cccc35)CC4)nc(O)cc2=O)cc1	3	3	-3	-0.2	4	4	1	1.4	27
CC(C)(C)c1ccc(OCc2ccc(C(=O)N3CCOCC3)o2)cc1	-10	5	-6	2.3	13*	25	11	49	-1
Nc1ncnc2c1ncn2CCN1CCCCC1	3	21	21	-0.6	4	0	12	-0.9	3
c1ccc(C2Oc3ccccc3C3CC(c4cccs4)=NN32)cc1 (stereo unspecified)	-6	13	10	-0.5	-4	15	6	0.5	-20
Nc1ccc(N(c2ccccc2)c2ccc(N)cc2)cc1	-7	23	6	-5.9	-2	4	3	-0.2	-2

Some of the entries above, set out differently.
molecule,Tb hexokinase,FXIIa inh,FXIa inh 1536,TNF death inh,Wee1 stabilizer,PPC-1+TRAIL kill,PGE2 EP2 inh,L929 necroptosis,CHOP inh
CCn1ncc(NC(=O)Nc2cccc(C(F)(F)F)c2)c1C(N)=O,-6,11,-5,0.9,-2,11,7,0.9,24
CC(=O)N1CCN=C1SCc1ccccc1Cl,-3,11,1,0.7,0,15,17,5.2,36
N=c1c(-c2nc3ccccc3[nH]2)cc(C(=O)c2ccco2)nn1-c1ccccc1,-17,22,11,-4.4,-1,4,0,.,-123
O=C(CSc1ccc(Cl)cc1)N1CCN(c2ccc([N+](=O)[O-])cc2Cl)CC1,4,12,9,-0.5,2,1,19,6.9,78*
CC(C)N(C(=O)CSc1nc2ccccc2n1Cc1ccc(F)cc1)C(C)C,5,8,3,-2.1,3,2,5&15,0.8,18
CCOC(=O)c1cc(C(=O)NN)c(C)nc1C,0,10,7,0.8,-5,22,9,0.0,-16
COc1ccc(-c2csc(-c3cccs3)n2)c(OC)c1,-3,6,-4,1.0,0,30,9,0.1,16
Cc1cc(C)nc(NC(=O)c2csnn2)c1,-6,10,2,0.8,1,4,4,1.1,27
O=C(c1ccc(Cl)c(S(=O)(=O)N2CCCCCC2)c1)N1CCOCC1,-1,2,-7,-0.1,-2,-15,4,0.5,0
Cc1ccc(-n2c(SCC(=O)Nc3ccc4c5c(cccc35)CC4)nc(O)cc2=O)cc1,3,3,-3,-0.2,4,4,1,1.4,27
CC(C)(C)c1ccc(OCc2ccc(C(=O)N3CCOCC3)o2)cc1,-10,5,-6,2.3,13*,25,11,49,-1
Nc1ncnc2c1ncn2CCN1CCCCC1,3,21,21,-0.6,4,0,12,-0.9,3
c1ccc(C2Oc3ccccc3C3CC(c4cccs4)=NN32)cc1 (stereo unspecified),-6,13,10,-0.5,-4,15,6,0.5,-20
